Screening data: PubChem, several laboratories
Myeloid diff MLP = promotes myeloid progenitor differentiation; ER-HoxA9 myeloid progenitors, lysozyme-GFP differentiation, flow cytometry; calls only at 10 µM; hit rate 1% among 360,000;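 active = normalized GFP-positive differentiation at or above the plate's own cutoff, the solvent-only control mean plus 3 SD; inconclusive = no clear call, values can overlap the other calls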;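 also: cells exposed to compound for four days before flow analysis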
LYP phosphatase = PTPN22 lymphoid phosphatase activity blockers – biochemical, fluorescence intensity, uHTS (AID 1779) | recombinant LYP phosphatase, fluorescence intensity; higher % means a stronger effect | inhibition, % at 11.5 µM, or IC50 in µM where a hit was titrated | hit rate 0.054% among 290,000; in the data active = inhibition above about 50%;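 also: plate controls were vehicle with enzyme for no effect and no enzyme for full effect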
Myeloid diff MLP GFP+ MAC1+ % = second read-out of Myeloid diff MLP, no call of its own (marks repeat the call); GFP+ MAC1+ double positive, %; measured here: differentiation confirmed by MAC1 staining
An asterisk follows results filed as active; i = inactive; u = inconclusive; x = no result given; + = active, no number.

smiles	Myeloid diff MLP	Myeloid diff MLP GFP+ MAC1+ %	LYP phosphatase
COC(=O)C1=C(c2ccc3ccccc3c2)C[C@@H]2CC[C@H]1N2C(=O)NC1Cc2ccccc2C1	i	2.8	x
Cc1cccc(C)c1-n1nnnc1C(c1ccccc1OC(F)(F)F)N1CCC(n2c(=O)[nH]c3ccccc32)CC1 (stereo unspecified)	i	0.6	x
O=C1NCN(c2ccccc2)C12CCN(C(c1ccccc1)c1nnnn1C1CCCC1)CC2 (stereo unspecified)	i	1.2	x
c1ccc(N2C3C4CC(C5CCCC54)C32)cc1 (stereo unspecified)	i	2.4	x
CC[C@@H](CO)NC(=O)[C@@H]1C=C2c3cccc4[nH]cc(c34)C[C@H]2N(C)C1	i	2.4	x
CCOC(=O)c1c(-n2c(C)cc(/C=C3/C(=O)NC(=O)N(CC)C3=O)c2C)sc2c1CCCC2	i	0.6	x
COC(=O)C1=C(c2ccc(F)cc2F)C[C@@H]2CC[C@H]1N2C(=O)NCC1CC1	i	2.3	x
CS(=O)(=O)c1ccc(C2=C(CNC(=O)c3nccs3)[C@H]3CC[C@@H](C2)N3Cc2ccccc2)cc1	i	0.4	x

More records
smiles	Myeloid diff MLP	Myeloid diff MLP GFP+ MAC1+ %	LYP phosphatase
C[C@H]1C/C=C/[C@H]2[C@H](O)[C@H](C)[C@@](C)(O)[C@H]3[C@H](Cc4ccccc4)NC(=O)[C@]32[C@H](O)/C=C/[C@](C)(O)C1	i	14	x
COC(=O)C1=C(c2ccc(OCc3ccccc3)cc2)C[C@@H]2CC[C@H]1N2C(=O)NCc1ccccc1	i	1.1	x
CC(C#N)CCC#N (stereo unspecified)	i	1.8	x
CSCCC(c1nnnn1-c1ccc2c(c1)OCCO2)N1CCC2(CC1)C(=O)NCN2c1ccccc1 (stereo unspecified)	i	1.3	x
Cc1cc(C(=O)OCC(=O)Nc2ccc(F)cc2F)c(C)n1C1CC1	i	1.0	x
CCOC(=O)C1=C(C)c2ccccc2OC1(C(=O)OCC)c1ccccc1 (stereo unspecified)	i	0.2	x
COC(=O)C1=C(c2ccc(OC)c(OC)c2)C[C@@H]2CC[C@H]1N2C(=O)NCc1ccco1	i	1.4	x
NCCc1ccccc1	i	2.3	x

The list continues.
smiles	Myeloid diff MLP	Myeloid diff MLP GFP+ MAC1+ %	LYP phosphatase
Clc1cccc(N2Cc3cc(N4CCOCC4)ccc3-n3nncc3C2)c1	i	0.5	x
COC(=O)C1=C(c2ccc(OCc3ccccc3)cc2)C[C@@H]2CC[C@H]1N2C(=O)NCc1ccc(C(C)(C)C)cc1	i	1.1	x
C[C@]12CCCCC1=CC(=O)C1C2CC[C@@]2(C)C1C[C@@H](F)[C@@H]2O (stereo partly specified)	i	0.4	x
COc1ccccc1NP1(=O)OCC(C)([N+](=O)[O-])CO1 (stereo unspecified)	i	2.0	x
COC(=O)C1=C(c2ccccc2)C[C@@H]2CC[C@H]1N2C(=O)NCc1cccc2ccccc12	i	1.9	x
C[C@]12CCC3C(CC[C@H]4C[C@H](O)CC[C@]34C)C1CC(=O)[C@@H]2O (stereo partly specified)	i	0.6	x
CCOC(=O)[C@]12Cc3cc(OC)ccc3[C@H]1N(CCC(=O)OC)C(=O)c1cc(OC)ccc12	i	1.9	x
C[C@]1(O)CCC2C3CC[C@H]4C[C@@H](OC(=O)CNC(=O)CN)CC[C@]4(C)C3CC[C@@]21C (stereo partly specified)	i	0.6	x

Reformatted with values under each structure: part of the list above
Fields – Myeloid diff MLP	Myeloid diff MLP GFP+ MAC1+ %	LYP phosphatase
- COC(=O)C1=C(c2ccc(OCc3ccccc3)cc2)C[C@@H]2CC[C@H]1N2C(=O)NCc1ccc(C(C)(C)C)cc1
  i	1.1	x
- C[C@]12CCCCC1=CC(=O)C1C2CC[C@@]2(C)C1C[C@@H](F)[C@@H]2O (stereo partly specified)
  i	0.4	x
- COc1ccccc1NP1(=O)OCC(C)([N+](=O)[O-])CO1 (stereo unspecified)
  i	2.0	x

New compounds follow:
smiles	Myeloid diff MLP	Myeloid diff MLP GFP+ MAC1+ %	LYP phosphatase
O=C(O)CNC1c2ccccc2CSc2ccccc21 (stereo unspecified)	i	0.4	x
COC(=O)C1=C(c2ccccc2OCc2ccccc2)C[C@@H]2CC[C@H]1N2C(=O)NCc1ccc(N(C)C)cc1	i	0.6	x
O=c1[nH]c2ccccc2n1C1CCN(C(c2ccccc2)c2nnnn2Cc2ccccc2)CC1 (stereo unspecified)	i	0.3	x
C=C1C(=O)OC2CC(C)C3C=CC(=O)C3(C)C(O)C12 (stereo unspecified)	u	x	x
CCCCn1nnnc1C(c1cccc2ccccc12)N1CCC2(CC1)C(=O)NCN2c1ccccc1 (stereo unspecified)	i	0.9	x
COc1cc2c3c(c1OC)Oc1ccc(cc1)C[C@H]1c4c(cc(OC)c(OC)c4Oc4ccc(cc4)C[C@@H]3N(C)CC2)CCN1C	i	0.2	x
COC(=O)C1=C(c2ccc(F)cc2OCc2ccccc2)C[C@@H]2CC[C@H]1N2C(=O)NCc1ccc(C(F)(F)F)cc1	i	3.4	x
CN(c1ccccc1)P(=O)(N1CC1)N1CC1	i	8.9	x

Going on with the list.
smiles	Myeloid diff MLP	Myeloid diff MLP GFP+ MAC1+ %	LYP phosphatase
CCC1([N+](=O)[O-])COP(=O)(NCc2cccnc2)OC1 (stereo unspecified)	u	x	x
C=C(C=O)CC1CC(O)[C@]2(C)OC3C[C@@H]4OC5C[C@]6(C)O[C@]7(C)CCC8OC9C[C@]%10(C)OC(/C(C)=C\CO)C(O)CC%10OC9CC(C)C8OC7CC6O[C@]5(C)C/C=C\C4OC3CC2O1 (stereo partly specified)	i	1.1	x
Cn1cc(C(=O)OCC(=O)Nc2ccccc2Cl)c2ccccc21	i	0.8	x
c1ccc(Nc2ccc3ccccc3c2)cc1	i	2.6	x
C[C@](N)(CCP(=O)(O)O)C(=O)O	i	2.1	x
CC1(C)C(=O)CCC2C1=CCC1C2CCC2(C)C(O)CCC12 (stereo unspecified)	i	1.0	x
O=C1c2ccccc2-n2nnc(-c3ccccc3)c2C2c3cc(Br)ccc3CCN12 (stereo unspecified)	i	0.6	x
NC(C(=O)O)c1cc(=O)[nH]o1 (stereo unspecified)	i	1.1	x

(more compounds)
smiles	Myeloid diff MLP	Myeloid diff MLP GFP+ MAC1+ %	LYP phosphatase
COC(=O)C1=C(c2ccc(-c3ccccc3)c(F)c2)C[C@@H]2CC[C@H]1N2C(=O)NC1Cc2ccccc2C1	i	1.4	x
CC12C=CC(=O)C=C1CC(O)C1C2CCC2(C)C1CCC2(C)O (stereo unspecified)	i	1.2	x
COC(=O)C1=C(c2ccc(OCc3ccccc3)cc2)C[C@@H]2CC[C@H]1N2C(=O)NCc1ccc(OC)c(OC)c1	i	1.8	x
Cc1cccc(N=C2c3cc([N+](=O)[O-])ccc3-c3c2cc([N+](=O)[O-])cc3[N+](=O)[O-])c1	i	1.0	x
COc1ccc2c(c1O)-c1cccc3c1[C@@H](C2)N(C)CC3	i	2.1	x
COC(=O)C1=C(c2ccc(S(C)(=O)=O)cc2)C[C@@H]2CC[C@H]1N2C(=O)NCc1ccc(C(F)(F)F)cc1	i	2.0	x
COc1ccc(-n2nnnc2C(c2ccccc2OC(F)(F)F)N2CCC(n3c(=O)[nH]c4ccccc43)CC2)cc1 (stereo unspecified)	i	1.2	x
COC(=O)C1=CO[C@H](C)[C@H]2CN3CC[C@@]4(C(=O)Nc5ccccc54)[C@@H]3C[C@H]12	i	5.6	x

Carrying on:
smiles	Myeloid diff MLP	Myeloid diff MLP GFP+ MAC1+ %	LYP phosphatase
CCOC(=O)[C@]12Cc3cc(C)ccc3[C@H]1N(C1CCCCC1)C(=O)c1ccccc12	u	x	x
CCOC(=O)C1(c2ccccc2)CCN(CCC(C#N)(c2ccccc2)c2ccccc2)CC1	i	4.2	x
CC12CC(=O)C3C(CCC4CC(=O)C=CC43C)C1CCC2=O (stereo unspecified)	u	x	x
O=C1NCN(c2ccccc2)C12CCN(C(c1cccs1)c1nnnn1C1CCCC1)CC2 (stereo unspecified)	i	0.4	x
C=CC[C@@H](CC/C=C/C=C/CC/C=C\[C@@H]1CSC([C@@H]2C[C@@H]2C)=N1)OC	u	x	x
CCC1(CC)C(=O)NC(=O)N(c2ccccc2)C1=O	i	2.2	x
Cc1ccc(C(O)(C(=O)OC(C)C)C(O)c2ccc(F)cc2)cc1 (stereo unspecified)	i	3.9	x
COC(=O)C1=C(c2cccc(OC)c2OC)C[C@@H]2CC[C@H]1N2C(=O)NCCS(C)=O (stereo partly specified)	i	1.5	x

Additional compounds follow:
smiles	Myeloid diff MLP	Myeloid diff MLP GFP+ MAC1+ %	LYP phosphatase
CC(=O)C1CCC2C3CCC4CC(O)CCC4(C)C3CCC12C#N (stereo unspecified)	i	0.9	x
C[C@]12CC[C@@H](O)CC1=CC(=O)C1C2CC[C@]2(C)C(=O)CCC12 (stereo partly specified)	i	1.2	x
COc1ccc(-n2nnnc2C(c2ccccc2)N2CCC3(CC2)C(=O)NCN3c2ccccc2)cc1 (stereo unspecified)	i	0.4	x
CCOC(=O)[C@]12Cc3cc4ccccc4cc3[C@H]1N(Cc1ccccc1)C(=O)c1cc(OC)ccc12	i	1.7	x
CCNC(=O)N1Cc2ccccc2-n2nncc2C1	i	2.8	x
COC(=O)C1=C(c2ccc(OC)c(OC)c2)C[C@@H]2CC[C@H]1N2C(=O)NCCNC(C)=O	i	1.0	x
CCCC1(CCO)C(=O)NC(=S)NC1=O	i	0.7	x
O=C(O)C1C2c3ccccc3C(O)C1(C(=O)O)c1ccccc12 (stereo unspecified)	i	1.6	x

Continued.
smiles	Myeloid diff MLP	Myeloid diff MLP GFP+ MAC1+ %	LYP phosphatase
CCOC(=O)[C@]12Cc3ccsc3[C@H]1N(Cc1ccccc1)C(=O)c1ccccc12	i	0.8	x
COc1ccc(CN2Cc3cc(N4CCCCC4)ccc3-n3nncc3C2)cc1	i	0.5	x
Cc1cccc(C)c1-n1nnnc1C(CCc1ccccc1)N1CCC(n2c(=O)[nH]c3ccccc32)CC1 (stereo unspecified)	i	1.0	x
Cc1ccc(NC(=O)c2ccc(C)c(S(=O)(=O)N3CCCCC3)c2)nc1	i	0.8	x
COc1ccc(CNCCc2ccc(Cl)cc2Cl)cc1	i	0.4	-8%
NC(Cc1ccccc1)c1nc2ccccc2[nH]1 (stereo unspecified)	i	0.3	-10%
CCc1cc(=O)oc2cc(OCC(=O)N3C[C@H]4C[C@@H](C3)c3cccc(=O)n3C4)c(Cl)cc12	i	1.9	-3%
CCC(CC)N1CCN(Cc2nc3ccccc3c(=O)n2-c2ccc(F)cc2)CC1	i	0.5	-8%

(cont.)
smiles	Myeloid diff MLP	Myeloid diff MLP GFP+ MAC1+ %	LYP phosphatase
CN1CCN(CC#CCOc2ccc(Cl)cc2)CC1	i	0.5	-6%
Cc1ccc(N2C(=O)CC(=O)NC2=O)c(C)c1	i	0.7	-9%
O=C(Nc1ccc(Cl)cc1)N1CC2CC(C1)c1cccc(=O)n1C2 (stereo unspecified)	i	1.1	-8%
O=C(O)c1ccc(N=Cc2c(O)[nH]c(=O)[nH]c2=O)cc1	i	0.7	-3%
CCCCCn1c(=O)c(C(=O)NCc2ccccc2)c(O)c2ccccc21	i	0.2	-2%
CCCCCn1c(=O)c(C(=O)Nc2ncccc2C)c(O)c2ccccc21	u	x	-8%
COc1ccc(/C=C/C(=O)NC(=S)N2C[C@H]3C[C@H](C2)c2cccc(=O)n2C3)cc1	i	1.6	1%
COc1ccc(-n2c(/C=C/c3ccc(O)c(OC)c3)nc3ccccc3c2=O)cc1	+	1.9*	0%

More results follow:
smiles	Myeloid diff MLP	Myeloid diff MLP GFP+ MAC1+ %	LYP phosphatase
ClCCN1CCN(c2ccnc3cc(Cl)ccc23)CC1	i	0.8	-15%
O=C(CCC(=O)N1C[C@H]2C[C@@H](C1)c1cccc(=O)n1C2)NCc1ccccc1	i	2.5	-10%
Clc1ccccc1N1CCN(Cc2ccc3c(c2)OCO3)CC1	i	0.4	-14%
O=C(C[N+]12CCC(CC1)C(CO)C2)c1ccc(Br)cc1 (stereo unspecified)	i	0.4	-8%
Cc1ccc(Cn2ccccc2=N)cc1	i	0.4	-7%
Cc1cc2oc(=O)cc(-c3cc4ccccc4o3)c2cc1OC(=O)N(C)C	i	2.1	-7%
O=C1CN(O)C(c2ccccc2)=c2cc(Br)ccc2=N1	i	0.7	-7%
O=c1[nH]c(=S)n(-c2cccc(Cl)c2)c(O)c1C=NCCN1CCNCC1	i	0.3	-1%

(list continues)
smiles	Myeloid diff MLP	Myeloid diff MLP GFP+ MAC1+ %	LYP phosphatase
COc1ccccc1CCNC1CCCCCC1	i	0.2	-4%
Nc1c2c(nc3ccccc13)CCN(Cc1ccccc1)C2	i	0.3	0%
CC(=O)N1CC(=O)Nc2ccc(F)cc2C1c1ccccc1 (stereo unspecified)	i	0.4	-6%
Cc1[nH]c2ccc(OC(F)(F)F)cc2c1CCNCc1ccc(Cl)cc1	i	0.5	-11%
COc1cccc(CNCCc2cccc(F)c2)c1OC	i	0.5	-12%
CC1(C)C(C(=O)N2CCN(C(=O)c3ccccc3)CC2)C1(C)C	i	0.8	-9%
COc1cc(N2C(=O)CC(=O)NC2=O)cc(OC)c1OC	i	0.2	-5%
CCCOc1ccccc1NP(=O)(Oc1ccccc1)Oc1ccccc1	i	1.4	2%

(list continues)
smiles	Myeloid diff MLP	Myeloid diff MLP GFP+ MAC1+ %	LYP phosphatase
CC(=O)c1cccc(NC(=O)N2C[C@H]3C[C@@H](C2)c2cccc(=O)n2C3)c1	i	2.3	-12%
COc1ccc(CNCCc2ccccc2F)c(OC)c1C	i	1.4	-6%
CC/C(=N\NC(=O)c1ccccc1)c1c(O)n(C2CCCCC2)c(=O)[nH]c1=O	i	4.7	0%
COc1cccc(CNCCc2c[nH]c3ccccc23)c1	i	0.8	-4%
COC(=O)Cn1cc(/C=C2\C(=O)NC(=O)N(c3ccc(OC)cc3)C2=O)c2ccccc21	i	0.8	1%

Not all compounds are listed; the hit share may differ from the screen's.
